GPR55 beta-arrestin: selective activators of receptor GPR55 – imaging, U2OS cells, beta-arrestin-GFP redistribution, primary screen (AID 1961). U2OS GPR55 beta-arrestin-GFP redistribution imaging; higher % means a stronger effect. 290,000 compounds, 0.048% hits. activation, % at 10 µM, or EC50 in µM where a hit was titrated;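 active means activation above 40% with more than 50 cells counted in the well; inconclusive means wells holding fewer than 50 cells, flagged as toxic or sparse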;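 further: U2OS osteosarcoma cells stably expressing GPR55 and beta-arrestin-GFP; plate controls were DMSO negative control for no effect and LPI positive control for full effect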
GPR55 LPI antagonism: inhibition of LPI-stimulated GPR55 beta-arrestin translocation – imaging, U2OS, beta-arrestin-GFP, LPI agonist, primary screen (AID 2013). U2OS GPR55 beta-arrestin-GFP translocation imaging, LPI antagonism; higher % means a stronger effect. one-dose inhibition, % at 10 µM; IC50 in µM for titrated hits. 290,000 compounds, 0.13% hits;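 active means spots per cell inhibited over 60%, with over 100 cells counted and total cytoplasm intensity under 500,000; inconclusive means wells with under 100 cells, flagged as likely toxic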;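 further: U2OS cells stably carrying GPR55 and arrestin-GFP stimulated by 5 µM LPI near EC80; imaged beta-arrestin-GFP aggregate spots per cell after agonist stimulation; plate controls were LPI-stimulated DMSO wells for no effect and DMSO wells without LPI for full effect; some results filed as inactive read as strong as hits; confirmed hits need IC50 under 10 µM and bright autofluorescent wells are also inconclusive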
NTR1 agonist: agonists of NTR1, primary screen, imaging, U2OS cells, beta-arrestin-GFP, high content (AID 493036). P30989. NTR1-U2OS beta-arrestin-GFP spot imaging, agonist mode. activation, % at 20 µM. 330,000 compounds, 0.17% hits;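 active means activation at or above 40% of the spot to cytoplasm intensity ratio, with at least 20 cells analyzed; inconclusive means wells under 20 cells, flagged as cytotoxic or low count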;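 further: 0% = DMSO without peptide and 100% = 100 nM NTR1 peptide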
Target sequence (P30989 whole entry, looked up): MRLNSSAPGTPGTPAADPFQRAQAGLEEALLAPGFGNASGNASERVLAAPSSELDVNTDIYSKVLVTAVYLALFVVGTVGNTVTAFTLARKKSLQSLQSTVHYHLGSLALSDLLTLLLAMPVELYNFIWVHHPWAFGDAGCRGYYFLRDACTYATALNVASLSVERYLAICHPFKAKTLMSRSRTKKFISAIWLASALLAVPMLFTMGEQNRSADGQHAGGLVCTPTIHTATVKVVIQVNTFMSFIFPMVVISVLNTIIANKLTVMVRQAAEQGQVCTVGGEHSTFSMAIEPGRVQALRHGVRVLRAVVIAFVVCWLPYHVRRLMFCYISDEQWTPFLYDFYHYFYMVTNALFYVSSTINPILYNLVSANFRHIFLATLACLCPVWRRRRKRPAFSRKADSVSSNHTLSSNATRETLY
GPR35 arrestin U2OS: GPR35 antagonists blocking zaprinast-driven arrestin recruitment, primary screen, imaging, U2OS, beta-arrestin-GFP, zaprinast agonist (AID 2058); inhibition, % at 10 µM, or IC50 in µM where a hit was titrated; 290,000 compounds, 0.052% hits; U2OS GPR35 beta-arrestin-GFP translocation imaging, zaprinast antagonism; higher % means a stronger effect;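 active means inhibition of at least 50% with at least 30 cells and total cytoplasm GFP at most 10,000,000; inconclusive means under 30 cells or total GFP of 10,000,000 plus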
T cell modulator: T cell immune modulators affecting CD8 T cell-vesicle binding; AID 2052; 2C CD8+ T cell-vesicle binding, flow cytometry; active compounds read low; 330,000 compounds, 0.068% hits; calls only at 7 µM;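 active means response, share of CD8 T cells binding vesicles, and their 90th percentile fluorescence all below set limits, cut at about 80% in these data, passing the limit was not always enough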
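Test system: purified 2C TCR transgenic mouse naive CD8+ T cells. Probe or stimulus: QL9-peptide-loaded Drosophila micro-vesicles bearing Ld, ICAM-1 and B7-1. Incubation: binding step 1.5 h, 37 °C, antibody labelling 20 min, ice. Measured by: flow cytometry of vesicle-bound cells.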
Hep lipid drop: hepatic lipid droplet formation modulation | 240,000 compounds, 0.4% hits | inhibition, % at 6.5 µM | AML12 mouse hepatocytes, oleate lipid droplets, BODIPY imaging | AID 1656;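 active means lipid droplet intensity inhibited by at least 50%, with more than 500 cells counted; inconclusive means wells with under 300 cells, treated as cytotoxic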
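Assay system: AML12 hepatocytes (mouse); Probe or stimulus: oleic acid at 100 µM to induce lipid droplet formation; Dosing: compound at 6.5 µM only; Schedule: compound with oleate, overnight; Detection: fluorescence imaging, 20x objective, two fields per well; Measure: % inhibition of lipid droplet signal.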
MgcRacGAP inhibition: MgcRacGAP GTPase-activating activity inhibitors, confirmation, biochemical, ADP Hunter fluorescence | MgcRacGAP-stimulated Rac1 GTP hydrolysis, ADP Hunter fluorescence; higher % means a stronger effect; GST-tagged Rac1 F28L mutant substrate | inhibition, % at 30 µM, or IC50 in µM where a hit was titrated | 340,000 compounds, 0.6% hits | AID 624330;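 active means first-screen hits whose inhibition reached a set limit at any dose in the follow-up dose series; inconclusive means inhibition above the set first-screen limit but never retested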;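 further: fluorescence reports GDP produced by GAP-driven GTP hydrolysis; strong numbers were not always called active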
LYP phosphatase: inhibitors of LYP phosphatase, biochemical, fluorescence intensity, uHTS (AID 1779) | recombinant LYP phosphatase, fluorescence intensity; higher % means a stronger effect | one-dose inhibition, % at 11.5 µM; IC50 in µM for titrated hits | 290,000 compounds, 0.054% hits; in the data active means inhibition above about 50%;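 further: plate controls were vehicle with enzyme for no effect and no enzyme for full effect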
Large T inhibition: TAg ATPase/helicase activity blockers – biochemical (AID 1903) | SV40 large T antigen ATPase/helicase inhibition assay; higher % means a stronger effect | inhibition, % at 20 µM; hits with a dose series show IC50 in µM | 310,000 compounds, 0.39% hits; in the data active means a potency from the dose series; inconclusive means inhibition mostly from about 32% at the one dose, without a potency; inactive means the rest, 99 in 100 with inhibition below about 32%; further: strong numbers were not always called active
Hep lipid drop cells 6.5 µM: recorded beside Hep lipid drop, whose call it bears; cell count; measured here: cell count, cytotoxicity flag;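 cells counted across two imaged fields per well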
T cell modulator vesicle-bound %: recorded beside T cell modulator, whose call it bears; double positive events, %; measured here: CD8+ vesicle-bound cell fraction;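 binding gate set so that unloaded-vesicle control wells show 10% double positive cells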
NTR1 agonist cell count 20 µM: also measured in NTR1 agonist; calls as there; cell count; measured here: cell count, cytotoxicity flag
Numbers without * were called inactive; i = inactive; ? = inconclusive; . = not tested or not shown; & = joins results of further samples.

SMILES | GPR55 beta-arrestin | GPR55 LPI antagonism | NTR1 agonist | NTR1 agonist cell count 20 µM | GPR35 arrestin U2OS | T cell modulator | T cell modulator vesicle-bound % | Hep lipid drop | Hep lipid drop cells 6.5 µM | MgcRacGAP inhibition | LYP phosphatase | Large T inhibition
CC(=O)NC(CC(=O)N(Cc1ccccc1)c1ccc(C)cc1)c1ccccc1 (stereo not given) | 0.4% | 1% | -0.1 | 73 | 7% | i | 57 | -55 | 656 | 5% | -4% | -8%
O=C(NCc1ccccn1)c1ccc(Cl)c(S(=O)(=O)N2CCCCC2)c1 | 0.2% | 0% | 1.1 | 34 | -4% | i | 44 | -5 | 666 | 1% | 5% | 6%
COc1cc(C(=O)O/N=C(\N)c2cccc([N+](=O)[O-])c2)cc(OC)c1OC | -0.1% | 2% | 1.6 | 55 | -7% | i | 24 | -5 | 759 | 11% | -4% | 11%
Cc1ccc(C)c(NC(=O)CCCCCCCCCCC2COCCO2)c1 (stereo not given) | -0.1% | 9% | 1.7 | 44 | 1% | i | 39 | -18 | 591 | 3% | 2% | 18%
CCOC(=O)CN/C=C(\C#N)c1ccccc1 | -0.2% | 4% | -1.3 | 68 | 9% | i | 48 | -4 | 704 | 12% | 14% | 6%
Cc1cc(C)n2cc(CSc3nnc(N)s3)nc2n1 | -0.1% | 4% | -0.7 | 54 | -10% | i | 21 | . | . | 12% | -6% | 9%
CCN1/C(=C\C=C2\C(=O)N(c3ccccc3)C(=S)N2C)Sc2ccccc21 | -0.3% | 19% | . | . | -19% | . | . | 50 | 713 | 15% | 2% | -3%
Cc1ccccc1NC(=O)C(C#N)Cc1cccnc1 (stereo not given) | 0.3% | 10% | 2.7 | 100 | 19% | i | 49 | . | . | 2% | -7% | 0%
O=C(Nc1ccc(Cl)cc1C(=O)Nc1ccc(Br)cn1)c1ccco1 | -0.1% | 1% | 8.7 | 64 | 12% | i | 31 | -5 | 714 | 4% | 3% | 9%
O=CC1=C(c2ccccc2)Oc2ccccc2O1 | 2.3µM* | 14% | 44* | 75* | -3% | i | 54 | 0 | 850 | 2% | -4% | 17%
COc1cccc(-c2nc(OC(C)C)c3ccccc3n2)c1 | 0.6% | 16% | 8.4 | 47 | 23% | i | 33 | . | . | 5% | -1% | 6%
c1ccc2c(c1)ncn2-c1ccc(-c2ccnc(-c3ccncc3)n2)cc1 | -0.1% | 4% | 1.9 | 40 | -6% | i | 51 | . | . | 3% | -6% | 4%
Cc1nc2ccc(S(=O)(=O)c3ccc4nc(C)[nH]c4c3)cc2[nH]1 | -0.1% | 1% | 0.4 | 51 | -4% | i | 38 | . | . | 9% | -10% | 5%
CCCCCn1cnc2c(=S)nc(N)[nH]c21 | -0.1% | 6% | -0.6 | 85 | 18% | . | . | 0 | 839 | 8% | -2% | .
COC(=O)c1scc(C)c1N1C(=O)c2ccccc2C1=O | -0.1% | 17% | 0.3 | 40 | -4% | i | 24 | 6 | 715 | . | -9% | 6%
COc1ccc(OC)c(-c2nc(CN(C)C(C)c3ccncn3)c(C)o2)c1 (stereo not given) | -0.1% | 5% | -1.2 | 37 | 8% | i | 42 | -7 | 682 | 0% | -2% | -10%
O=[N+]([O-])c1cc(-c2ncccn2)c([N+](=O)[O-])s1 | -0.1% | 20% | -0.7 | 74 | 39% | i | 54 | 6 | 786 | 13% | 2% | ?
O=C(CN1CCN(Cc2ccccc2)CC1)c1ccccc1 | 0.3% | 5% | -1.5 | 33 | -6% | i | 54 | -3 | 776 | 17% | -5% | 5%
c1ccc(CCCN2CCN(c3ccccc3)CC2)cc1 | -0.1% | 3% | -0.1 | 64 | 2% | i | 61 | 12 | 843 | 9% | -8% | 7%
O=C(COC(=O)COc1ccccc1)Nc1cccc([N+](=O)[O-])c1 | -0.3% | -10% | 0.2 | 67 | -7% | i | 57 | -8 | 711 | 5% | -5% | 21%
O=c1ccc2c([nH]1)CCCCCCCCCC2 | -0.1% | 16% | 0.7 | 127 | 13% | i | 15 | . | . | -6% | -9% | 9%
O=C(O)c1ccc(N(Cc2ccccc2)S(=O)(=O)c2ccccc2)cc1 | -0.2%&-0.1% | 14%&-2% | -1.4&0.6 | 49&61 | -3%&-7% | i | 14&52 | -1 | 774 | 7% | -5%&-6% | 0%&1%
COc1ccc(NC(=O)[C@@H](NC(=O)c2ccccc2)C(C)C)cc1S(=O)(=O)N1CCCCC1 | 0.0% | -3% | -2.2 | 54 | -4% | i | 6 | 8 | 580 | -6% | -5% | 5%
Cc1c(C(=O)NCCc2ccc(Cl)cc2)sc2nc3n(c(=O)c12)CCC3 | -0.2% | -1% | 0.7 | 50 | -18% | i | 42 | -8 | 714 | -3% | -2% | 20%
O=C(CN1C(=O)/C(=C\c2cccc(Cl)c2)Oc2ccccc21)N1CCN(c2ccccn2)CC1 | 0.0% | 6% | 4.7 | 142 | -11% | i | 49 | -19 | 612 | . | -25% | 11%
Next section.
SMILES | GPR55 beta-arrestin | GPR55 LPI antagonism | NTR1 agonist | NTR1 agonist cell count 20 µM | GPR35 arrestin U2OS | T cell modulator | T cell modulator vesicle-bound % | Hep lipid drop | Hep lipid drop cells 6.5 µM | MgcRacGAP inhibition | LYP phosphatase | Large T inhibition
O=S(=O)(NCCOCCNS(=O)(=O)c1ccccc1)c1ccccc1 | -0.1% | -3% | -2.5 | 87 | 16% | i | 24 | . | . | 4% | -4% | 14%
C=C(C)c1cccc(C(C)(C)NC(=O)N2CCN(C)CC2)c1 | -0.1% | 9% | -3.3 | 64 | 1% | i | 34 | 8 | 742 | 6% | -6% | 2%
Cc1cc(C)cc(NC(=O)CN(C)S(=O)(=O)c2cnc[nH]2)c1 | -0.5% | 1% | 0.5 | 49 | -8% | i | 33 | -2 | 736 | 8% | -10% | 0%
COCc1nnc(NC(=O)c2cc3ccccc3o2)s1 | 0.5% | 20% | 0.6 | 41 | -5% | i | 28 | 0 | 770 | 0% | -2% | 8%
CCC(=O)Nc1ccc(C(=O)CSc2nnc(-c3ccccc3F)n2C2CC2)cc1 | 1.1% | 8% | 2.4 | 48 | -2% | i | 51 | 15 | 647 | 15% | 2% | -8%
O=C(NCc1ccco1)c1ccc(Br)c(S(=O)(=O)N2CCCCC2)c1 | -0.2% | 8% | 0.4 | 61 | 2% | i | 14 | . | . | 3% | -3% | 5%
NC(=O)C1(N2CCCCC2)CCN(C(=S)NCCc2ccccc2)CC1 | 0.0% | 10% | 1.7 | 41 | -8% | i | 41 | -2 | 690 | 6% | -4% | 10%
COc1ccccc1/C=C/C(=O)/C=C/c1ccccc1O | 0.0% | 12% | . | . | 14% | . | . | 0 | 664 | . | -1% | .
O=C(CSc1ccc2ccccc2c1)NC1CCCc2ccccc21 (stereo not given) | -0.3% | -5% | 1.3 | 54 | 3% | i | 32 | -15 | 624 | 6% | 6% | 8%
CCC(=O)c1ccc(OCC(=O)OCC(=O)NCC2CCCO2)cc1 (stereo not given) | -0.1% | 3% | -1.4 | 73 | -5% | i | 13 | -1 | 652 | -5% | -11% | 6%
CCO[C@H]1OC(C(=O)N2CCN(Cc3ccc4c(c3)OCO4)CC2)=C[C@@H](c2ccc(C(F)(F)F)cc2)[C@@H]1CCCO | 0.1% | 7% | -0.8 | 91 | -4% | i | 8 | -2 | 712 | 9% | 2% | 4%
CCc1nc2sc3c(=O)n(N)cnc3c2c2c1COC(C)(C)C2 | -0.2% | 0% | 3.7 | 80 | 16% | i | 62 | 4 | 613 | . | -9% | 13%
COc1cc(O)c(NC(C)=O)c2nonc12 | -0.2% | -1% | 0.4 | 43 | 0% | i | 52 | . | . | 6% | -5% | .
Cc1nn(C)cc1-c1csc(N)n1 | -0.3% | 5% | -0.3 | 67 | 12% | i | 65 | 16 | 718 | 11% | -8% | 24%

Ordered by SMILES length (falling): some entries from above.
SMILES | GPR55 beta-arrestin | GPR55 LPI antagonism | NTR1 agonist | NTR1 agonist cell count 20 µM | GPR35 arrestin U2OS | T cell modulator | T cell modulator vesicle-bound % | Hep lipid drop | Hep lipid drop cells 6.5 µM | MgcRacGAP inhibition | LYP phosphatase | Large T inhibition
CCO[C@H]1OC(C(=O)N2CCN(Cc3ccc4c(c3)OCO4)CC2)=C[C@@H](c2ccc(C(F)(F)F)cc2)[C@@H]1CCCO | 0.1% | 7% | -0.8 | 91 | -4% | i | 8 | -2 | 712 | 9% | 2% | 4%
O=C(NCc1ccco1)c1ccc(Br)c(S(=O)(=O)N2CCCCC2)c1 | -0.2% | 8% | 0.4 | 61 | 2% | i | 14 | . | . | 3% | -3% | 5%
Cc1cc(C)cc(NC(=O)CN(C)S(=O)(=O)c2cnc[nH]2)c1 | -0.5% | 1% | 0.5 | 49 | -8% | i | 33 | -2 | 736 | 8% | -10% | 0%
O=S(=O)(NCCOCCNS(=O)(=O)c1ccccc1)c1ccccc1 | -0.1% | -3% | -2.5 | 87 | 16% | i | 24 | . | . | 4% | -4% | 14%
CCc1nc2sc3c(=O)n(N)cnc3c2c2c1COC(C)(C)C2 | -0.2% | 0% | 3.7 | 80 | 16% | i | 62 | 4 | 613 | . | -9% | 13%
COc1ccccc1/C=C/C(=O)/C=C/c1ccccc1O | 0.0% | 12% | . | . | 14% | . | . | 0 | 664 | . | -1% | .
COCc1nnc(NC(=O)c2cc3ccccc3o2)s1 | 0.5% | 20% | 0.6 | 41 | -5% | i | 28 | 0 | 770 | 0% | -2% | 8%
Cc1nn(C)cc1-c1csc(N)n1 | -0.3% | 5% | -0.3 | 67 | 12% | i | 65 | 16 | 718 | 11% | -8% | 24%

Screens (PubChem)
